Screens: PubChem, several laboratories
AHR activator: activators of human aryl hydrocarbon receptor; AHR-responsive luciferase reporter cells, luminescence; activation, % at 5 µM; 320,000 tested, 2.5% active; AID 2796; in the data active means activation above about 47%;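 further: 0% = vehicle wells and 100% = reference agonist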
GLD-1 RNA inh: GLD-1-TGE RNA interaction inhibition (C. elegans) | 320,000 tested, 0.44% active | purified GLD-1 + fluorescein TGE RNA, fluorescence polarization | inhibition, % at 5.96 µM | Q17339;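 active means percent inhibition above a per-plate cutoff, the plate mean of test compounds plus 3 SD, cut at about 30% in these data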;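 further: 0% = DMSO wells with GLD-1 and probe and 100% = wells lacking GLD-1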
PME-1 primary: PME-1 (human) inhibition | 320,000 tested, 0.53% active | recombinant PME-1, FP-Rh probe fluorescence polarization | inhibition, % at 5.9 µM;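 active means inhibition above the campaign mean of all compounds plus 3 SD, cut at about 26% in these data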;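 further: competitive labeling of PME-1 active site by serine hydrolase directed probe; 0% = PME-1 with DMSO and 100% = wells lacking PME-1 enzyme; inhibitors block probe labeling so polarization falls and inhibition rises; many of its hits are not listed in these tables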
Bcl-xL primary: Bcl-xL (human) inhibition; GST-Bcl-xL / FITC-Bim BH3 peptide fluorescence polarization; AID 2129; inhibition, % at 10.9 µM; 320,000 tested, 0.7% active; Q07817;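 active means inhibition above the mean of all tested compounds plus 3 SD, cutoff set per campaign, cut at about 30% in these data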;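 further: 0% = DMSO wells and 100% = unlabeled Bim-BH3 peptide competitor; inhibitors lower millipolarization by displacing the labeled peptide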
Target sequence (Q07817 whole entry, looked up): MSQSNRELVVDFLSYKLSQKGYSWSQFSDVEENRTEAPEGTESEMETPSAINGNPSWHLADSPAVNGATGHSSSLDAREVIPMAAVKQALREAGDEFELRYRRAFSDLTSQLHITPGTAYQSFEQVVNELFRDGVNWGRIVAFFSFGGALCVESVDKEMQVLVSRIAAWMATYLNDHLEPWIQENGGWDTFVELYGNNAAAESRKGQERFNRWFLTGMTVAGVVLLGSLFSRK
pPAFAH inh: inhibitors of human plasma PAF acetylhydrolase (pPAFAH); recombinant pPAFAH, FP-rhodamine probe fluorescence polarization; inhibition, % at 3.39 µM; Q13093; 330,000 tested, 1.5% active;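 active means inhibition above the mean inhibition across the screen plus 3 SD, cut at about 25% in these data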;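 further: inhibitors block binding of the rhodamine activity-based probe so polarization drops; 0% = enzyme with DMSO and 100% = wells lacking pPAFAH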
Target sequence (Q13093 whole entry, looked up): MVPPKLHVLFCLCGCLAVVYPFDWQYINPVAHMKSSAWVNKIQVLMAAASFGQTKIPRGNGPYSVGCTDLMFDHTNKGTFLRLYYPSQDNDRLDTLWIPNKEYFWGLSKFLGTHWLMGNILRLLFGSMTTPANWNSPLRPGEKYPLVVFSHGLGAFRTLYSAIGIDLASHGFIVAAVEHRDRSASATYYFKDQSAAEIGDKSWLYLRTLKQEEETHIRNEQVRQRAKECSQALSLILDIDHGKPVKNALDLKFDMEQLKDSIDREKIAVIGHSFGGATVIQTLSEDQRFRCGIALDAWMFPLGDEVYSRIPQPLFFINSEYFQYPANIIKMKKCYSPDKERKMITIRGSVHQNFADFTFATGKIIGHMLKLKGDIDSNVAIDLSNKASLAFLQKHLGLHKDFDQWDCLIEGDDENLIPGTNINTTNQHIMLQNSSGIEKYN
MCL1 BIM primary: disrupts human MCL1 binding to BIM-BH3 peptide; Q07820; GST-MCL1 / FITC-Bim-BH3 fluorescence polarization; inhibition, % at 10.9 µM; 320,000 tested, 0.68% active; AID 2057;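 active means inhibition above the mean inhibition of all tested compounds plus 3 SD, set per campaign, cut at about 40% in these data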;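 further: 0% = DMSO wells and 100% = unlabeled Bim-BH3 peptide control; higher means more loss of mP so more displacement of Bim peptide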
Fam108B counter: Fam108B inhibition, counter-screen for RBBP9 inhibitors; recombinant Fam108B, FP-Rh probe fluorescence polarization; inhibition, % at 9.51 µM; 300,000 tested, 0.33% active;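 active means inhibition above the screen mean inhibition plus 3 SD, computed separately per campaign, cut at about 18% in these data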;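 further: inhibitors lower polarization as less probe binds the enzyme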
MEX-5 binding: C. elegans MEX-5 TCR-2 RNA binding activity. Q9XUB2. MEX-5/FITC-TCR2 RNA binding, fluorescence polarization; stronger effect = lower value. activity score (negative = inhibition of binding), % at 10 µM. 300,000 tested, 0.38% active;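 active means inhibition past about -25% in most replicates, and total fluorescence under double the plate's negative control median, limit read from the data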;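 further: 0% = DMSO and -100% = 5 µM competing unlabeled TCR2 RNA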
PAFAH1B2 FP inh: PAFAH1B2 (human) inhibition; recombinant PAFAH1B2, FP-rhodamine activity probe, fluorescence polarization; inhibition, % at 3.39 µM; 340,000 tested, 1.2% active; AID 492953;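 active means inhibition above the mean of all tested compounds plus 3 SD, cut at about 24% in these data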;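 further: 0% = enzyme with DMSO and 100% = wells lacking PAFAH1B2; many of its hits are not listed in these tables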
Target sequence (P68402 whole entry, looked up): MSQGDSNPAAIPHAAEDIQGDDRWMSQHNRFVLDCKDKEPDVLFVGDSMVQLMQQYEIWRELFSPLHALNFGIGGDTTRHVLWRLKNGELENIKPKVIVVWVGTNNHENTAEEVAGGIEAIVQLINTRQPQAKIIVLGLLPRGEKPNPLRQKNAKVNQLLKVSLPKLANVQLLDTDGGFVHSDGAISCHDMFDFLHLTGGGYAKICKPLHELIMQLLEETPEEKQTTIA
Numbers without * were called inactive; . = no result given. Not all compounds are listed; count on the stated rates, not on these rows.

structure	AHR activator	GLD-1 RNA inh	PME-1 primary	Bcl-xL primary	pPAFAH inh	MCL1 BIM primary	Fam108B counter	MEX-5 binding	PAFAH1B2 FP inh
O=C(O)CCCn1cc(NC(=O)COc2ccc(F)cc2)cn1	2.9	2.0	1.2	3.9	8.1	2.2	-0.1	-1.6	0.6
Cc1ccc(NS(=O)(=O)c2ccc(C(=O)NC3CCN(Cc4ccccc4)CC3)cc2)cc1	-4.6	-3.2	.	.	26.2*	.	.	.	3.9
O=C(c1ccccc1)c1ccccc1N/C=C/c1nnnn1-c1ccccc1	-2.4	-13.4	-2.9	2.8	-0.5	2.2	-4.3	-3.7	-7.6
C1=CC2C3C=CC(C3)C2C1 (configuration not stated)	-1.4	5.3	0.1	7.4	-3.8	1.5	.	.	0.5
CCOc1ccc(CC(=O)NNC(=S)Nc2ccc(OC)c(OC)c2)cc1	1.5	2.6	-0.9	-0.8	6.0	3.8	3.7	-0.6	-3.0
COc1ccc(CNC(=O)COC(=O)Cc2ccc(Br)cc2)cc1	-1.0	2.7	.	.	16.6	.	.	.	6.6
N=c1sccn1CC(=O)Nc1ccc2c(c1)CCC2	5.7	-2.9	-2.8	1.0	-1.5	5.6	-1.3	0.0	0.9
CCCCOC(=O)c1cc(=O)[nH]c2ccc(C)cc12	3.1	-0.6	2.4	2.9	-1.7	1.0	-4.5	1.6	3.2
CCOC(=O)N1CCC(N2CC34C=CC(O3)C(C(=O)Nc3ccc(OCC)cc3)C4C2=O)CC1 (configuration not stated)	-0.3	-5.8	-8.0	3.7	-3.2	7.0	1.0	0.2	-1.3
C/C(=N\OCC(=O)Nc1ccccc1C(=O)O)c1cccs1	3.8	5.6	-2.6	4.8	-1.8	2.9	-1.3	-1.3	-2.0
COc1ccc(NC(=O)Nc2ccc3c(c2)C(=O)N([C@H](C)CO)C[C@H](C)[C@@H](CN(C)C(=O)Nc2ccc(OC)cc2)O3)cc1	0.5	1.6	.	.	2.5	.	.	.	3.6
CCc1ccc(CNC(=O)C2CCN(S(=O)(=O)N3CCC4(CC3)OCCO4)CC2)cc1	0.8	-5.8	-0.1	-7.3	4.1	-12.9	-6.7	0.3	0.3

Next part
structure	AHR activator	GLD-1 RNA inh	PME-1 primary	Bcl-xL primary	pPAFAH inh	MCL1 BIM primary	Fam108B counter	MEX-5 binding	PAFAH1B2 FP inh
CCNc1nc(NC(C)C)nc(N(C#N)CCOc2ccc(Cl)cc2Cl)n1	1.9	2.7	7.6	1.1	-1.5	9.4	-7.3	0.7	2.8
COc1cc(OC)c(OC)cc1CNCc1ccco1	-1.8	-1.5	-3.7	5.0	-0.5	-8.3	0.8	-0.8	1.6
Cc1ccc(-n2ncc3c(=O)n(CC(N)=O)cnc32)cc1	2.0	5.0	1.1	-4.8	-5.9	-7.2	0.1	-3.2	0.6
COc1ccc(CN(CC(=O)NCc2ccccc2)C(=O)CCC(=O)Nc2ccccn2)cc1	2.4	-7.3	-0.2	3.3	5.2	3.5	-2.2	0.8	1.2
O=C(Nc1nc2ccccc2s1)C1CC(=O)N(c2ccc(Cl)cc2)C1 (configuration not stated)	7.0	1.5	-4.5	-2.5	-6.0	-4.0	-1.5	0.3	2.9
COc1ccc(-c2nc3oc4cc(OC)ccc4c(=O)c3c(=O)n2Cc2ccco2)cc1	5.3	10.2	-2.5	10.1	2.9	6.0	-4.0	-3.4	5.8
CCCc1nnc(NC(=O)c2cccc(OC)c2)s1	4.8	5.0	-9.1	-1.3	-1.5	7.6	0.8	0.7	3.6
COc1ccc(CNC(=O)CN(C(=O)c2csnn2)c2cccc3ccccc23)cc1	2.5	-7.0	2.5	4.4	6.0	8.9	-4.1	-1.7	12.0
COC(=O)N/N=C/c1ccc(/C=N/NC(=O)OC)cc1	0.9	1.0	4.3	5.0	4.4	-4.5	2.2	0.3	7.3
O=C(NCCCN=C1NS(=O)(=O)c2ccccc21)c1ccc(S(=O)(=O)N2CCCCC2)cc1	-1.5	3.9	3.5	6.1	4.8	4.4	0.2	4.5	22.0
c1ccc2c(c1)CCc1c-2nc2ccccc2c1N1CCOCC1	14.5	-3.3	-4.6	9.4	-5.6	3.8	-4.1	-2.8	-0.2
Cc1csc(NC(=O)c2sccc2C)n1	6.0	-4.2	-4.5	-1.4	-0.6	-5.0	-5.8	2.1	-0.5

A stretch from the list above:
structure	AHR activator	GLD-1 RNA inh	PME-1 primary	Bcl-xL primary	pPAFAH inh	MCL1 BIM primary	Fam108B counter	MEX-5 binding	PAFAH1B2 FP inh
COc1ccc(CN(CC(=O)NCc2ccccc2)C(=O)CCC(=O)Nc2ccccn2)cc1	2.4	-7.3	-0.2	3.3	5.2	3.5	-2.2	0.8	1.2
O=C(Nc1nc2ccccc2s1)C1CC(=O)N(c2ccc(Cl)cc2)C1 (configuration not stated)	7.0	1.5	-4.5	-2.5	-6.0	-4.0	-1.5	0.3	2.9
COc1ccc(-c2nc3oc4cc(OC)ccc4c(=O)c3c(=O)n2Cc2ccco2)cc1	5.3	10.2	-2.5	10.1	2.9	6.0	-4.0	-3.4	5.8
CCCc1nnc(NC(=O)c2cccc(OC)c2)s1	4.8	5.0	-9.1	-1.3	-1.5	7.6	0.8	0.7	3.6
COc1ccc(CNC(=O)CN(C(=O)c2csnn2)c2cccc3ccccc23)cc1	2.5	-7.0	2.5	4.4	6.0	8.9	-4.1	-1.7	12.0
COC(=O)N/N=C/c1ccc(/C=N/NC(=O)OC)cc1	0.9	1.0	4.3	5.0	4.4	-4.5	2.2	0.3	7.3
O=C(NCCCN=C1NS(=O)(=O)c2ccccc21)c1ccc(S(=O)(=O)N2CCCCC2)cc1	-1.5	3.9	3.5	6.1	4.8	4.4	0.2	4.5	22.0
c1ccc2c(c1)CCc1c-2nc2ccccc2c1N1CCOCC1	14.5	-3.3	-4.6	9.4	-5.6	3.8	-4.1	-2.8	-0.2
Cc1csc(NC(=O)c2sccc2C)n1	6.0	-4.2	-4.5	-1.4	-0.6	-5.0	-5.8	2.1	-0.5

Next compounds follow:
structure	AHR activator	GLD-1 RNA inh	PME-1 primary	Bcl-xL primary	pPAFAH inh	MCL1 BIM primary	Fam108B counter	MEX-5 binding	PAFAH1B2 FP inh
CC(=O)c1ccc(S(=O)(=O)Nc2ccc(C(=O)N(C)CC(=O)Nc3cccc(C)c3C)cc2)cc1	1.8	4.0	-6.2	4.5	7.3	6.0	.	.	3.9
CCCOc1ccc2c(CC)cc(=O)oc2c1C	-3.8	1.1	-2.6	-1.0	9.3	5.5	3.2	-1.5	1.0
CC/C(C)=N/NC(=O)c1[nH]c2ccc(C)cc2c1-c1ccccc1	12.4	0.4	-7.3	1.5	15.5	4.0	2.1	-0.6	2.6
COc1cc(C(=O)NCc2nnc(SCC(=O)N3CCc4ccccc43)o2)cc(OC)c1OC	2.7	0.3	-0.5	-0.4	0.3	-1.8	2.3	-1.6	0.8
C=CCN1C(=O)c2ccc(C(=O)Nc3ccccn3)cc2C1=O	3.9	10.2	1.0	1.3	3.6	1.5	-1.4	-0.2	4.2
CCOCCCNC(=O)C1CCN(S(=O)(=O)c2cc(Br)cc3c2N(C(=O)CC)CC3)CC1	-1.3	4.9	-1.6	2.4	1.6	3.0	-4.9	-0.5	1.1
COc1ccccc1C1CCN(C(=O)c2ccccc2)CC1	0.2	-0.6	-3.3	1.2	1.4	2.2	5.5	-1.3	3.4
COc1ccc(S(=O)(=O)NC(C)C(=O)O)cc1 (configuration not stated)	0.6	10.7	-2.5	2.9	0.5	1.1	11.2	-2.8	3.4
O=C(CSc1ccc2nnc(CCNC(=O)c3ccccc3)n2n1)NCc1ccccc1	-2.7	12.3	-5.0	-3.3	1.0	-0.4	0.0	-1.6	3.7
COc1ccccc1CNC(=O)CN(C)CC(=O)Nc1ccc(F)c(F)c1F	0.4	5.3	.	.	-1.9	.	.	.	3.8
COc1ccc(CNS(=O)(=O)c2ccccc2Br)cc1	0.1	2.9	6.3	4.9	0.7	-0.8	2.0	2.0	.
CC1=C(C(=O)OCc2ccccc2)C(c2ccc3ccccc3c2)NC(=O)N1CCCC(=O)O (configuration not stated)	-2.2	-3.1	4.8	2.8	5.6	4.1	0.7	-1.8	2.0

(continued)
structure	AHR activator	GLD-1 RNA inh	PME-1 primary	Bcl-xL primary	pPAFAH inh	MCL1 BIM primary	Fam108B counter	MEX-5 binding	PAFAH1B2 FP inh
Cc1ccccc1NC(=S)N(CCCN1CCOCC1)Cc1ccccn1	-1.1	4.2	-2.2	7.3	4.6	9.2	-3.5	1.0	-3.1
COC(=O)C1CCN(C(=O)C2CCC(=O)N(CCc3cccc(F)c3)C2)CC1 (configuration not stated)	-1.4	-6.1	3.4	4.4	1.5	1.7	1.7	0.0	4.0
C=CCNC(=O)C1CC(=O)N(c2ccc(OCc3ccccc3Cl)cc2)C1 (configuration not stated)	-7.2	0.7	0.0	-1.3	10.4	-12.9	3.8	0.8	1.0
O=C(CCC1CCCN(C(=O)c2ccccc2Cl)C1)N1CCN(c2ccccn2)CC1 (configuration not stated)	1.4	7.5	8.8	5.3	6.7	10.1	2.3	-1.8	5.2
Brc1ccc(-c2csc(NNC3=NCCCCC3)n2)cc1	2.2	2.9	6.1	4.0	8.0	-0.7	1.4	-2.6	0.5
CCOC(=O)C1(CCOc2ccccc2)CCN(Cc2cccc(OC)c2OC)CC1	-0.1	1.2	0.4	-1.3	-5.3	4.2	-0.1	-0.2	-3.1
CCOc1ccc(C2c3c(oc4ccccc4c3=O)C(=O)N2CCCN2CCOCC2)cc1OCC (configuration not stated)	2.1	3.5	5.2	4.1	4.0	3.2	-3.9	-4.2	1.6
COc1cc2oc(=O)ccc2cc1[C@@H](O)[C@@H]1OC(C)(C)OC1(C)C	0.4	-1.9	6.2	-0.7	0.1	4.0	.	.	3.0
CC(=O)Nc1ccc(NC(=O)CCCc2c[nH]c3ccccc23)cc1	11.6	-5.7	0.7	2.1	4.5	-7.6	-3.2	2.8	5.0
O=S(=O)(c1cc(Cl)ccc1Cl)n1cccn1	0.7	-3.1	-2.2	2.9	5.1	1.2	-0.1	2.9	2.9
CCOC(=O)N1CCC(NC(=O)c2ccc3c(c2)sc2nc(-c4ccccc4)cn23)CC1	2.3	-13.9	-4.6	0.8	11.2	-2.7	-5.6	.	-3.3
CC1CC(C)CN(CCCNC(=O)c2ccc3c(c2)NC(=O)C(N2CCCCC2)S3)C1 (configuration not stated)	-0.6	4.1	0.7	3.1	4.2	5.9	-2.7	0.6	2.0

Later entries:
structure	AHR activator	GLD-1 RNA inh	PME-1 primary	Bcl-xL primary	pPAFAH inh	MCL1 BIM primary	Fam108B counter	MEX-5 binding	PAFAH1B2 FP inh
O=c1[nH]c2sc3c(c2c2nncn12)CCCC3	-0.1	-0.4	0.1	12.0	0.8	10.6	3.5	-0.2	3.0
COCc1cc(C)nc2sc3c(=O)oc(C)nc3c12	-2.9	8.4	0.4	2.4	1.6	4.7	1.3	-1.2	1.6
COC(=O)CN(Cc1ccco1)S(=O)(=O)c1ccccc1	0.8	4.5	1.2	13.2	0.8	10.3	2.6	0.7	4.4
COC(=O)C1CCN(c2cc(=O)n(-c3ccc(OC)cc3)c(=O)[nH]2)CC1	-1.9	-5.9	-0.6	1.6	-3.1	-1.2	-4.4	-0.4	2.4
O=C(CCCc1nc2ccccc2s1)NCc1cccnc1	11.6	0.6	0.2	1.7	1.1	6.6	-5.5	-1.6	0.4
COc1ccc(C(=O)OCn2nnc3ccccc3c2=O)cc1OC	2.1	-5.0	0.1	7.4	2.9	5.1	-4.8	-0.3	-5.2
Oc1ccc(N=Cc2cc(Br)c(N3CCOCC3)o2)cc1	0.2	-28.2	7.7	1.9	11.4	2.5	0.9	1.9	1.9
